From PubChem BioAssay
ER stress rescue = protection against thapsigargin-triggered cell killing – 384-well, CSM14.1, ATP luminescence, primary screen (AID 1222) | CSM14.1 thapsigargin-induced death rescue, ATP luminescence; higher % means a stronger effect | one-dose cellular ATP content (survival), % at 20 µM; EC50 in µM for titrated hits | 190,000 tested, under 10 active;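 active = EC50 below 50 µM in the dose-response confirmation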;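 note: death triggered by thapsigargin at about 15 µM added after 2 h compound pretreatment; cell ATP read after overnight thapsigargin exposure of roughly 18 to 22 hours; normalized against plate controls of thapsigargin alone and 5% DMSO vehicle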
Autophagy HCS = alters autophagy in cells | MEF GFP-LC3 puncta imaging; test concentration mostly 10 µM | AID 463193 | calls only at 10 µM (by protocol) | 190,000 tested, 0.98% active;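 active = percentage of spot-positive cells more than 3 SD above its plate mean, without a fluorescence outlier flag or 80% toxicity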;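 note: spot-positive cell cutoff set from DMSO-treated cells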
P. falciparum M17LAP = P. falciparum M17LAP inhibitors, primary screen, biochemical, fluorogenic H-Leu-NHMec substrate, 1536-well (AID 1619); inhibition, % at 30 µM, or IC50 in µM where a hit was titrated; recombinant M17LAP, H-Leu-NHMec fluorogenic kinetic assay; higher % means a stronger effect; 220,000 tested, 0.38% active;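 active = compound inhibiting the enzyme by more than half at any dose during confirmatory dose-response retesting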;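 note: plate controls were full reaction with DMSO carrier for no effect and no enzyme background for full effect; strong numbers were not always called active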
Dynein cargo inh = dynein cargo transport inhibition; z-score, hits read low; 3617.4 mouse cells, GR-EGFP nuclear translocation imaging; test concentration mostly 20 µM; stimulated with dexamethasone, 1 µM; stronger effect = lower value; 220,000 tested, 0.47% active;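 active = plate z-score of nuclear minus cytoplasmic receptor signal below a set negative limit, without overly bright fluorescence or cell loss, cut at about -3.5 in these data, passing the limit was not always enough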;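 note: z-score of nuclear minus cytoplasmic ring GR-EGFP intensity difference per well; some compounds called inactive have numbers as strong as hits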
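Schedule: 48 h induction, then 1 h compound, then 30 min agonist, 37 °C. Buffer or medium: tetracycline-free induction medium containing charcoal-stripped FBS. Reagent: 1.0 µM final dexamethasone stimulus. Evaluation: nuclear versus cytoplasmic GR-EGFP signal, averaged per well. Signal: high-content fluorescence imaging after fixation.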
Hep lipid drop = hepatic lipid droplet formation modulation. 240,000 tested, 0.4% active. inhibition, % at 6.5 µM. AML12 mouse hepatocytes, oleate lipid droplets, BODIPY imaging;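 active = lipid droplet intensity inhibited by at least 50%, with more than 500 cells counted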
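Technique: fluorescence imaging, 20x objective, two fields per well / Assay system: AML12 hepatocytes (mouse) / Measure: % inhibition of lipid droplet signal / Doses: 6.5 µM single-point dosing / Incubation: overnight exposure / Reagent: 100 µM oleic acid challenge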
M1AAP inhibition = P. falciparum M1AAP inhibitors, biochemical, fluorogenic H-Leu-NHMec substrate, 1536-well (AID 1445) | recombinant M1AAP, H-Leu-NHMec fluorogenic kinetic assay; higher % means a stronger effect | inhibition, % at 30 µM, or IC50 in µM where a hit was titrated | 220,000 tested, 0.42% active;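 active = primary inhibition above the hit cutoff, then over 50% inhibition at one or more dose response concentrations, cut at about 23% in these data, passing the limit was not always enough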;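 note: plate controls were DMSO full reaction for no effect and no enzyme background for full effect; strong numbers were not always called active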
Yfh1-off respiration = enhancers of respiration in Yfh1-depleted yeast, dose response, Friedreich's ataxia, plus single-dose screen (AID 1465). S. cerevisiae Yfh1-off respiration, WST-1 reduction, 72 h; higher fold induction means a stronger effect. one-dose fold induction at 50 µM; EC50 in µM for titrated hits. 220,000 tested, 0.074% active;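 active = fold induction of absorbance versus untreated yeast above a set limit, then at least 30% activation at any dose in follow-up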;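 note: activators that raise dye reduction in frataxin-depleted yeast; strong numbers were not always called active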
MT stabilizer = microtubule stabilization, imaging screen; HeLa tubulin immunostaining HCS, 24 h; share of cells brighter than vehicle mean+2SD; % tubulin-high responders, % at 10 µM; 200,000 tested, 0.83% active; AID 2205;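 active = plate Z-score above 3 for both tubulin-high and condensed-nucleus cell shares, with cell loss under 80%, at 10 µM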;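 note: anti alpha tubulin signal scored within the nucleus-defined area of each cell; some results filed as inactive read as strong as hits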
Ins promoter up = MIN6 insulin promoter up-regulation. MIN6 insulin promoter-GFP reporter, high-content imaging; stronger effect = higher value. z-score at 5 µM. 190,000 tested, 0.3% active;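 active = z-score above 3 at 5 µM with at least 500 cells counted in the well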
Dynein cargo inh cytoplasmic EGFP = also measured in Dynein cargo inh; calls as there; z-score; measured here: cytoplasmic GR-EGFP intensity; stronger effect = higher value
Dynein cargo inh nuclear GR-EGFP = second read-out of Dynein cargo inh, no call of its own (marks repeat the call); z-score; measured here: nuclear GR-EGFP intensity;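 lower value marks the stronger effect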
Dynein cargo inh cell count = also measured in Dynein cargo inh; calls as there; z-score; measured here: cell count per field
Ins promoter up cell count = second read-out of Ins promoter up, no call of its own (marks repeat the call); cell count; measured here: cytotoxicity, nuclei count;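 total cells summed across four imaged fields per well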
Hep lipid drop cells 6.5 µM = recorded beside Hep lipid drop, whose call it bears; cell count; measured here: cell count, cytotoxicity flag;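 cells counted across two imaged fields per well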
MT stabilizer Hoechst-high % = recorded beside MT stabilizer, whose call it bears; % Hoechst-high responders; measured here: nuclear condensation Hoechst responders;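 share of cells brighter than vehicle mean plus two SD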
MT stabilizer cytotoxicity % = second read-out of MT stabilizer, no call of its own (marks repeat the call); toxicity, %; measured here: cytotoxicity by cell density;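 0% = mean cell density of plate MIN control wells and 100% = no cells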
Autophagy HCS cell loss 18 h = further read-out of Autophagy HCS, marked with its call; toxicity, %; measured here: cell loss, nuclei count;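 cell loss after 18 h compound exposure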
* hit, by the source's call; i = inactive; x = no result given; + = active, no number.

SMILES	ER stress rescue	Autophagy HCS	Autophagy HCS cell loss 18 h	P. falciparum M17LAP	Dynein cargo inh	Dynein cargo inh cytoplasmic EGFP	Dynein cargo inh nuclear GR-EGFP	Dynein cargo inh cell count	Hep lipid drop	Hep lipid drop cells 6.5 µM	M1AAP inhibition	Yfh1-off respiration	MT stabilizer	MT stabilizer Hoechst-high %	MT stabilizer cytotoxicity %	Ins promoter up	Ins promoter up cell count
CN(Cc1ccccc1)Cc1nc2c([nH]1)c(=O)n(C)c(=O)n2C	-1.5%	i	-7	1%	-0.17	0.037	0.19	0.65	-2	715	3%	i	1.9	1.3	13	-0.22	1173
Cc1ccc2c(c1)C(O)(CC(=O)c1cccc(-n3cccc3)c1)C(=O)N2 (centres undefined)	-0.2%	i	1	22%	0.017	-0.19	0.12	-0.94	6	757	8%	i	3.0	3.1	4.5	x	x
CCCCN(CC)S(=O)(=O)c1ccc(C(=O)Nc2nnc(COC)o2)cc1	-0.6%	i	-5	15%	-0.0097	0.19	0.22	-1.6	x	x	-9%	i	3.2	1.5	5.4	0.11	1565
O=c1cc(N2CCN(c3ccccc3)CC2)[nH]c(=O)n1Cc1ccc(F)cc1	-0.5%	x	x	3%	2.5	-0.042	1.3	-1.2	x	x	10%	i	3.3	1.9	2.0	1.1	933
COCCNC(=O)CN1CCCCCC1	0.1%	i	-17	-2%	-0.86	-0.31	-0.45	0.77	24	703	2%	i	3.1	1.3	5.2	0.4	1448
CN(C)/C=C/C(=O)c1ccncc1	0.0%	i	15	5%	0.16	-0.26	0.7	0.19	-35	575	-1%	i	3.2	0.9	23	-0.78	1577
COc1cc(C(=O)Nc2ccc(S(=O)(=O)N3CCCCC3C)cc2)cc(OC)c1OC (centres undefined)	-1.5%	i	1	-5%	1.4	0.38	1.8	-1.7	x	x	2%	i	2.8	1.9	10.0	-1.4	763
CC(C)NC(=O)COC(=O)c1ccccc1C(=O)c1ccccc1	-0.9%	i	11	4%	-0.31	-0.13	-0.27	0.7	5	699	7%	i	2.3	1.9	3.6	x	x
O=C(CN1CCN(Cc2ccccc2)C1=O)NCc1ccc(Cl)cc1	2.6%	i	5	-3%	-1.1	-0.015	-0.29	0.2	-2	758	0%	i	1.8	2.2	3.8	-0.38	932
Cc1cccc(N2C(S)=C(C#N)C(=O)NC2c2ccco2)c1 (centres undefined)	0.1%	i	22	37%	-0.9	-0.16	-0.55	0.62	4	710	1%	i	1.6	1.9	2.4	0.4	1563
O=C(NCc1ccco1)C1CCCN(S(=O)(=O)c2ccccc2)C1 (centres undefined)	-0.4%	i	28	1%	-1.1	-0.13	-0.39	0.67	1	782	5%	i	1.3	1.2	4.8	0.21	809
O=C1c2ccccc2C(=O)N1OCc1cccc(Cl)c1	-2.9%	i	29	-5%	0.38	-0.21	0.44	1.1	-1	760	-3%	i	1.8	1.0	6.4	-0.94	1032
Cc1csc(NC(=O)/C=C/c2ccc3c(c2)OCO3)n1	-3.4%	i	-9	18%	-0.65	-0.14	-0.7	0.79	-1	709	-2%	i	1.7	2.9	1.1	-0.62	1257
O=C(CSc1nc2ccccc2c(=O)n1-c1ccccc1)N1CCC1	-1.1%	i	-4	3%	-0.54	-0.3	-0.25	0.96	1	673	5%	i	4.6	1.3	5.1	-0.35	1658
CC1=NOC(=O)/C1=C\c1ccc(-c2ccc(Cl)cc2Cl)o1	0.6%	i	13	-5%	-1.9	0.44	-0.0023	0.39	x	x	10%	x	1.9	0.9	3.5	-0.84	1647
O=C(CSc1n[nH]c(=O)n1Cc1ccco1)N1CCOCC1	x	x	x	-5%	-1	-0.27	-0.69	0.77	4	713	-7%	i	x	x	x	0.36	1485
CCOC(=O)C1(CC2CCCCO2)CCN(Cc2cccnc2)CC1 (centres undefined)	-1.9%	i	-19	1%	0.16	-0.31	0.1	0.34	-2	733	-1%	i	2.6	1.7	3.7	1.2	1423
CC(C)N1CCN(Cc2ccncc2)CC1CCO (centres undefined)	0.3%	i	-21	-1%	0.98	-0.29	0.25	0.11	10	744	7%	i	3.6	3.4	1.7	2.1	1533
Cc1cc(NC(=O)C2C3C(=O)N(Cc4ccc(Cl)cc4)C(C(=O)NC(C)(C)C)C34C=CC2(C)O4)no1 (centres undefined)	-1.4%	i	-8	0%	-0.41	-0.14	-1	-0.91	x	x	3%	x	3.5	1.8	8.6	-0.68	1634
CN(C)C(CNS(=O)(=O)c1ccc(Cl)cc1)c1cccnc1 (centres undefined)	-2.2%	i	8	2%	1.4	-0.062	0.93	-1	6	660	1%	i	2.7	2.6	4.8	0.1	1684
N#C/C(=C(/O)CSc1nnc(Cc2cccs2)n1C1CCCCC1)c1nc2ccccc2[nH]1	-0.9%	i	14	16%	-0.023	-0.13	0.79	0.14	x	x	79µM*	i	2.0	2.0	11	0.31	979
OCCn1c(-c2ccc3c(c2)OCO3)csc1=Nc1ccccc1	-2.4%	i	1	-11%	0.48	0.012	0.68	-0.81	-20	670	28%	i	2.7	2.5	1.2	-1.4	1538
CCOC(=O)C(NC(=O)c1cccc(Cl)c1)(Nc1sc2c(c1C(N)=O)CCC2)C(F)(F)F (centres undefined)	-0.6%	i	10	15%	-4.5*	0.51*	-2.4*	0.93*	-2	668	11%	i	2.2	2.4	4.5	-0.03	1454
COc1ccc(S(=O)(=O)N(Cc2ccccc2)c2ccccc2C(=O)Nc2ccccc2C(=O)NCc2ccco2)cc1	-1.1%	i	-8	-6%	0.72	-0.24	0.25	-0.67	9	625	3%	i	1.5	4.8	11	0.29	1514
C/C=C/C(=O)Nc1nnc(C(C)C)s1	-1.4%	i	-13	-5%	0.82	-0.24	0.34	-0.45	2	790	-1%	i	3.1	2.4	7.1	2.2	1094
CCOc1ccc2nc(SCC(=O)N3c4ccccc4Sc4ccccc43)sc2c1	-0.6%	i	1	-7%	-0.44	-0.26	-0.34	0.31	50	660	3%	i	1.8	2.7	11	0.03	1305
Cc1nnc(Sc2cc(C(=O)NC3CC3)c3ccccc3n2)s1	x	x	x	-3%	-0.36	-0.26	0.28	0.93	-7	747	2%	i	x	x	x	-0.69	1060
CCOc1ccc2ccccc2c1CNCCN1CCOCC1	-2.7%	i	4	-7%	-0.42	-0.21	-0.31	0.17	x	x	3%	i	2.0	2.4	8.3	x	x
CCCCC(c1nnnn1CC1CCCO1)N1CCN(c2ccccc2)CC1 (centres undefined)	-0.4%	i	16	-19%	-1.3	-0.19	-0.87	0.92	8	718	8%	i	2.2	2.1	13	-0.15	1157
Cc1cc(C(=O)Nc2cccc(C(=O)O)c2)oc1C	-2.9%	i	-4	11%	-1.1	-0.17	-0.27	0.66	1	734	3%	i	3.8	1.9	5.4	-0.1	1112
Cc1nc2ccccc2nc1CN1CCN(Cc2ccc(F)c(F)c2)C(CCO)C1 (centres undefined)	2.2%	i	8	-4%	-0.67	-0.3	-0.52	0.9	2	699	-5%	i	4.7	2.1	10	1.3	1464
OCC1(c2cc(C(F)(F)F)n[nH]2)CCCCC1	-1.1%	i	6	0%	-0.72	-0.31	-0.42	1.2	x	x	-2%	i	4.2	2.9	8.4	-0.92	881
C/C(=N\NC(=O)CSCc1ccc(Cl)cc1)c1ccc2c(c1)OCCO2	-0.6%	i	4	7%	-0.61	-0.24	-0.87	1.5	x	x	8%	i	3.5	1.6	8.7	x	x
Cc1ccc(SCc2nnc(NC(=O)c3ccccc3)s2)cc1	0.4%	i	8	6%	-0.065	-0.095	0.68	0.89	x	x	-1%	i	3.0	1.7	6.0	-0.12	1456
NS(=O)(=O)c1ccc(NC(=O)C2C3C=CC(C3)C2C(=O)O)cc1 (centres undefined)	-1.0%	i	-10	-4%	-0.016	-0.3	0.46	-0.1	7	686	-2%	i	1.5	1.7	5.0	0.16	1469
CCCCN(C(=O)c1ccc(OC(F)(F)F)cc1)c1c(N)n(CCC)c(=O)[nH]c1=O	-2.0%	i	-7	19%	-0.13	-0.22	-0.65	0.78	-12	645	0%	i	3.2	2.1	9.6	-0.76	1231
CCC(=O)Nc1nc2nc(C)cc(=O)n2[nH]1	-0.4%	i	-32	12%	-0.3	-0.18	-0.32	-0.45	-6	587	17%	x	3.8	1.6	4.1	1.3	1797
Cc1ccc(C2C(C#N)=C(N)Oc3n[nH]c(-c4cccs4)c32)cc1 (centres undefined)	-1.3%	i	29	40%	-0.14	-0.26	-0.13	0.044	-72	749	17%	i	2.7	1.3	3.7	-0.15	1132
Cc1cc(NC(c2ccc(Cl)cc2)c2ccc3cccnc3c2O)no1 (centres undefined)	0.6%	+	29*	-12%	0.84	-0.077	0.41	-0.76	-83	442	-22%	i	4.6	3.0	22	x	x
